Source: PubChem
AmpC inh detg – qHTS Inhibitors of AmpC Beta-Lactamase (assay with detergent); P00811; AmpC hydrolysis of nitrocefin, absorbance 480 nm, 0.01% Triton; Potency, µM (titrated, usually from 114 µM), without a hit: at the top dose activity change, negative = inhibition, actives largely listed as inhibitors; actives 0.041% (n = 370,000); AID 485294, 2010;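 note: potency is the fitted concentration of half-maximal effect; 0% = no-compound wells and -100% = no-enzyme wells; nearly all actives have a fitted effect of over 25% in size; some results filed as inactive show a strong effect at the top dose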
Target sequence (P00811 whole entry, looked up): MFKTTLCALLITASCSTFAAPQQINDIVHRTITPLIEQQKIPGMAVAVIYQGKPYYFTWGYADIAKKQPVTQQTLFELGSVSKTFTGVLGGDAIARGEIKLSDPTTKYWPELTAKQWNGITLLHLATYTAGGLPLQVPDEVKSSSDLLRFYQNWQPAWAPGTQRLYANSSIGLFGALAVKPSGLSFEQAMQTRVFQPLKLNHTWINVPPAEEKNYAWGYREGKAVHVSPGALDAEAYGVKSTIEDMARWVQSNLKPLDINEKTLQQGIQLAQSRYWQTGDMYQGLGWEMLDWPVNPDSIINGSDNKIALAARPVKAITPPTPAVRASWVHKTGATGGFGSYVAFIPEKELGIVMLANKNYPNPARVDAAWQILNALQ
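AmpC (5.3 nM in the dispensed reagent) in 20 mM phosphate pH 7.0 with 0.01% (detergent screen) or 0.0001% Triton X-100 was preincubated with compounds for 15 min at room temperature. Nitrocefin was then added from an 800 uM solution, and hydrolysis was followed at 480 nm.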
Giardia FBPA inh – qHTS Assay for Inhibitors of Fructose-1,6-bisphosphate Aldolase from Giardia Lamblia. A8B2U2. purified Giardia FBPA. Potency, µM (doses to about 59.6 µM), without a hit: at the top dose activity, negative = inhibition, hits mostly inhibitors. actives 0.71% (n = 290,000). AID 2451, 2010; note: potency is the fitted concentration of half-maximal effect; nearly all actives have a fitted effect of over 55% in size
Target sequence (A8B2U2 whole entry, looked up): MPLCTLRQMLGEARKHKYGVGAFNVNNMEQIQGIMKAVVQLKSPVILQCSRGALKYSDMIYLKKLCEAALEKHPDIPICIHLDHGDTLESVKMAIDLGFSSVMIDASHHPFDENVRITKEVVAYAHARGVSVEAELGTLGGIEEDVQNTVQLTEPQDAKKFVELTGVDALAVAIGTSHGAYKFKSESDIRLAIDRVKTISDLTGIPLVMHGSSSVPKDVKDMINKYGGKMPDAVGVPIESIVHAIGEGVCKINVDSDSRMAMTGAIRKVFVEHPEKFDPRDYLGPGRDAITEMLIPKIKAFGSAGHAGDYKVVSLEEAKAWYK
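40 nM FBPA preincubated 10 min at RT with compound (up to 57.5 uM final), then substrate plus GAPDH/TPI/NAD/arsenate coupling and diaphorase/resazurin added. Fluorescence read after 20 min at RT, 525/598 nm.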
HCMV antiviral – qHTS Assay for inhibitors of the human cytomegalovirus (HCMV); HFF cells, HCMV-luciferase reporter, 72 h; stronger effect = lower value; activity change, negative = inhibition, % at 57.5 µM; actives 4.5% (n = 410,000); in the data active = activity change below about -60%; inconclusive = no clear call, values can overlap the other calls; inactive = above about -39%
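Screen run at 2 compound doses on HFFs infected with reporter HCMV, MOI 1 PFU/cell. Luciferase activity from cell lysates at 72 h post infection gave inhibition relative to buffer-only and Salinomycin wells.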
AmpC no deterg – qHTS Inhibitors of AmpC Beta-Lactamase (assay without detergent) | actives 0.52% (n = 330,000) | P00811 | AmpC nitrocefin hydrolysis, absorbance 480 nm, 0.0001% Triton | AID 485341, 2010 | Potency, µM (doses to about 57.1 µM), without a hit: at the top dose activity change, negative = inhibition, actives largely listed as inhibitors;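 note: potency is the fitted concentration of half-maximal effect; plate controls were no compound for no effect and no enzyme for full effect; nearly all actives have a fitted effect of over 20% in size; some results filed as inactive show a strong effect at the top dose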
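AmpC (5.3 nM in the dispensed reagent) in 20 mM phosphate pH 7.0 with 0.01% (detergent screen) or 0.0001% Triton X-100 was preincubated with compounds for 15 min at room temperature. Nitrocefin was then added from an 800 uM solution, and hydrolysis was followed at 480 nm.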
HCV inh – qHTS Assay for Inhibitors of Hepatitis C Virus (HCV). Huh7.5.1 HCVcc-Cre infection, luciferase reporter, 44 h. Potency, µM (highest dose often 41.8 µM), without a hit: at the highest dose activity change, negative = inhibition, hits mostly inhibitors. actives 3.4% (n = 340,000). AID 651820, 2012; note: potency is the fitted concentration of half-maximal effect
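A cell-based infection assay in which seeded cells (1,000 per well) receive test compound after 4 h, are inoculated with HCVcc-Cre at approximately 0.5 moi, and are incubated 44 h before luminescence detection.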
Sm TGR block – qHTS Assay for the Inhibitors of Schistosoma Mansoni Peroxiredoxins | Schistosoma mansoni thioredoxin glutathione reductase (TGR), Q962Y6 | purified TGR, DTNB reduction, TNB absorbance 405 nm | Potency, µM (top dose mostly 114 µM), for inactives: top-dose activity change, negative = inhibition, actives largely listed as inhibitors | actives 3% (n = 360,000) | AID 485364, 2010; note: potency is the fitted concentration of half-maximal effect; nearly all actives have a fitted effect of over 60% in size
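Kinetic colorimetric format: TGR-catalysed, NADPH-driven DTNB reduction monitored via TNB absorbance. Enzyme dispensed at 20 nM; compound exposure 15 min at room temperature before reaction start.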
* hit, by the source's call; ? = inconclusive; nt = no result given; & = joins results of further samples; [ ] = another dose, or the depositor's remark. Unless noted, calls come from the whole dose curve; as a rule, active = well fitted curve in the direction sought with a large enough effect; inconclusive = small, poorly fitted or top-dose-only effect, or another doubt; inactive = no such curve, though single readings can be large; an effect the other way counts as inactive or inconclusive. Unless noted, % is set by controls: 0 for no effect and ±100 for the full control effect. Hits appear at their usual frequency; 9.9% or so of the library scored in one or more.

Sequence of screens – AmpC inh detg | Giardia FBPA inh | HCMV antiviral | AmpC no deterg | HCV inh | Sm TGR block
(1) CCc1ccc(-c2cc3c(=O)n(CC(=O)NCCCN4CCN(C)CC4)ncn3n2)cc1
  -3% | nt | -9 | 76%[activator] | ? | -11%
(2) CN(C)CCCNS(=O)(=O)c1ccc(-n2nnc3ccccc32)c([N+](=O)[O-])c1
  ? | 0% | -23 | 13% | 18µM* | -2%
(3) CC(OC(=O)CNC(=O)COc1ccccc1)C(=O)N(C)Cc1ccccc1 (stereo not drawn)
  ? | nt | -13 | 3% | 2% | -1%
(4) CCc1nn(Cc2ccc(Cl)cc2)c(=O)c2cc3cc(C)ccc3n12
  20% | nt | -7 | nt | nt | -1%
(5) OCCNC(=S)Nc1ccc2nsnc2c1
  0% | ? | 10 | -16% | 9% | -4%
(6) CN(C)c1cc2c(cc1NC(=O)c1ccccc1Cl)n(C)c(=O)n2C
  3% | -5% | -19 | 2% | ? | -22%
(7) COc1cccc(CN(C)C(=O)c2cccc(S(=O)(=O)N3CCN(c4ccc(F)cc4)CC3)c2)c1OC
  -15% | nt | -80* | 93%[activator] | ? | 2%
(8) COc1ccc(C(=O)C=CNNC(=O)c2ccc(Cl)cc2)cc1
  0% | 16% | 14 | -45% | 11µM* | -28%
(9) COc1cc(SC)ccc1C(=O)N(C)Cc1ccccc1
  -3% | 1% | -12 | -11% | 10% | -1%
(10) Cc1ccc(NC(=O)Nc2sc(=S)n(C)c2C)cc1
  1% | 0% | nt | -24% | ? | -14%
(11) NC(=O)/C(=C\c1cccnc1)NC(=O)c1ccccc1
  -2% | -1% | -16 | -5% | 3% | -4%
(12) Fc1cc2ncn(Cc3ccccc3)c2cc1F
  ? | -5% | -8 | -16% | 14% | 56µM*
(13) Cc1cc(N2CCN(S(=O)(=O)c3ccc(Br)cc3)CC2)n2ncnc2n1
  1% | -15% | -6 | 83%[activator] | ? | -31%
(14) O=C(CN(C(=O)c1csnn1)c1ccccc1)NCc1ccc2c(c1)OCO2
  0% | -7% | -6 | -25% | 16% | 0%
(15) O=C(NCC1CCCO1)C1CCN(C(=O)c2ccc(Br)cc2)CC1 (stereo not drawn)
  -1% | -1% | -13 | 4µM* | 17% | 5%
(16) COc1ccc2nc(SCC(=O)NC(C)(C)C)[nH]c2c1
  ? | -1% | 18 | -18% | 22% | -2%
(17) Cc1ccc(S(=O)(=O)N2CCC(C(=O)NCCN3CCCCCC3)CC2)cc1
  0% | 5% | 28 | 100%[activator] | ? | ?
(18) COc1ccc(Nc2cc(C(=O)NCc3cccs3)c3ccccc3n2)cc1
  3% | nt | 13 | nt | nt | 1%
(19) O=C(N/N=C/c1cccc2cccnc12)[C@H]1C[C@@H]1c1ccccc1
  0% | -20% | 20 | 21% | -18% | 6%
(20) Fc1ccccc1NC(=S)N1CCOCC1
  2% | -9% | ? | -14% | 16% | 10%

Sequence of screens – AmpC inh detg | Giardia FBPA inh | HCMV antiviral | AmpC no deterg | HCV inh | Sm TGR block
(21) COc1ccc(NC(=O)Cn2c(=O)c3ccccc3n3nncc23)c(OC)c1
  5% | nt | 6 | nt | nt | -8%
(22) COC(CNC(=O)C(=O)Nc1cc2c3c(c1)CC(=O)N3CCC2)OC
  -5% | 3% | -17 | 26% | 8% | -3%
(23) O=C(CSc1nc(-c2ccccc2)c(-c2ccccc2)[nH]1)NCCN1C(=O)CSC1=O
  5% | 1% | -32 | 57% | ? | -2%
(24) COc1ccc(/C=C/C(=O)Oc2ccc(/C=N/NC(=O)COc3c(C)cccc3C)cc2)cc1
  -6% | 14% | 9 | -23% | 11% | -4%
(25) Cc1cc(C)cc(NC(=O)C(c2ccccc2)N2CCN(CC(=O)NC3CC3)CC2)c1 (stereo not drawn)
  6% | nt | 27 | 155%[activator] | ? | -20%
(26) Cc1ccccc1NC(=O)c1ccc2c(c1)C(=O)N(CCC(C)C)C2=O
  ? | -2% | -22 | -12% | 1% | 7%
(27) Cc1oc(-c2cccc3ccccc23)nc1CN1CCC[C@H]1CO
  -3% | 1% | 35 | 28% | -18% | -13%
(28) Cc1nc(SCC(=O)NCc2ccccc2)c2oc3ccccc3c2n1
  2% | 1% | -34 | -30% | -25% | -21%
(29) O=C(O)c1ccc(-c2nc(-c3ccccc3)cs2)cc1
  ? | 28% | 30 | -43% | 23% | -1%
(30) O=C(CSc1nc2ncc(Br)cc2[nH]1)Nc1ccc2c(c1)OCO2
  ? | -5% | -10 | -34% | -16% | -23%
(31) O=C(O)C1CCN(C(=O)CSc2nc3ccccc3c(=O)n2Cc2ccccc2)CC1
  4% | nt | -18 | -9% | 20% | -5%
(32) O=C(NCC(=O)c1ccccc1)OCc1ccc([N+](=O)[O-])cc1
  -15% | 0% | 25 | -13% | -10% | 0%
(33) COc1ccc(-c2cc(C)no2)cc1S(=O)(=O)N(C)c1cccc(C)c1
  -4% | -6% | -24 | 39% | ? | 9%
(34) O=C(/C=C/c1ccco1)Nc1ccccc1C(=O)O
  -7% | ? | 129 | -37% | 13% | 18µM*
(35) COc1ccc(C)cc1S(=O)(=O)Nc1cccc(-c2ccc(N3CCCCCC3)nn2)c1
  -9% | nt | -18 | -12% | 10µM* | -18%
(36) CNc1ccc(/C=C/C(=O)c2ccc(C)cc2)cc1[N+](=O)[O-]
  3% | -4% | -9 | -14% | -19% | -19%
(37) O=C(CSc1ccc(-c2cccs2)nn1)N1CCCCC1
  5% | 6% | ? | -13% | -11% | 3%
(38) O=C(CN1C(=O)S/C(=C\c2ccccc2)C1=O)NC1CCS(=O)(=O)C1 (stereo not drawn)
  ? | nt | -36 | 0% | -8% | -10%
(39) CC(C)C(=O)NCC1(N(C)C)CCCCC1
  7% | nt | 16 | nt | nt | 0%
(40) CN1CCN(S(=O)(=O)c2ccc(Cl)s2)CC1
  4% | nt | 11 | 43% | 21% | ?

Overlap with the part before: two entries; new compounds follow.
Sequence of screens – AmpC inh detg | Giardia FBPA inh | HCMV antiviral | AmpC no deterg | HCV inh | Sm TGR block
(39) CC(C)C(=O)NCC1(N(C)C)CCCCC1
  7% | nt | 16 | nt | nt | 0%
(40) CN1CCN(S(=O)(=O)c2ccc(Cl)s2)CC1
  4% | nt | 11 | 43% | 21% | ?
(41) CC(=O)OC(C(=O)NC1CCCCC1)c1ccc(C#N)cc1 (stereo not drawn)
  -2% | -2% | 23 | -11% | 12% | 8%
(42) CCOC(=O)c1ccc(Nc2cc(C)nc3nc(C)nn23)cc1
  ? | 1% | 48 | -5% | -17%[8.37 µM] | -8%
(43) Cc1cc(Br)ccc1OCC(=O)N(Cc1nc(-c2ccccc2)no1)C(C)C
  ? | -1% | -22 | 10% | ? | -20%
(44) Cn1cccc1C(=O)OCC(=O)Nc1ccc2c(c1)CCC2
  -16% | -6% | 39 | -19% | -8% | -6%
(45) COc1cc2c(cc1NC(=O)Cc1ccc(C)cc1)oc1ccccc12
  -7% | -4% | -28 | -12% | 10µM* | -1%
(46) COC(=O)c1ccc(Cn2c(=O)cc(C(F)(F)F)c3c(C)nn(C)c32)cc1
  -6% | nt | 11 | nt | nt | 2%
(47) COC(=O)CN(C#N)c1nc(N(C)C)nc(N(C)C)n1
  ? | -3% | 3 | -11% | -21% | -2%
(48) O=C(O)c1cc2c(o1)CCC/C2=N\O
  -5% | 1% | 21 | -26% | nt | 0%
(49) CCOc1ccccc1C(=O)NCc1nc2cccnc2n1Cc1ccc(C)cc1
  -5% | nt | 27 | nt | nt | -3%
(50) O=C(O)C1CCCCC1C(=O)Nc1cccc(Cl)c1Cl (stereo not drawn)
  ? | 10% | -20 | -21% | 3% | -22%
(51) CCOc1ccc(NC(=O)C(C)SC(N)=O)cc1 (stereo not drawn)
  -13% | -23% | 8 | -30% | 26% | 7%
(52) O=C(N/C(=C/c1ccccc1F)C(=O)N1CCCCC1)c1ccccc1
  -7% | 0% | -24 | 14% | -9% | -2%
(53) COCCCNC(=O)CN1C(=O)COc2ccc(S(=O)(=O)N3CCOCC3)cc21
  -10%&-10% | 7% | 0&-2 | -8% | 11% | 5%&0%
(54) CC1Cc2ccccc2N1C(=O)c1ccc2c(c1)nnn2C (stereo not drawn)
  ? | 1% | 35 | -5% | 10% | -3%
(55) Cc1ccc(/C=[N+](/C)[O-])cc1
  ? | 0% | -24 | -12% | 16% | 5%
(56) Cc1ccc(S(=O)(=O)NC(Cc2ccccc2)C(=O)O)cc1C (stereo not drawn)
  2% | -1% | -22 | -13% | 5% | 2%
(57) CCOC(=O)Nc1oc2ccccc2c(=O)c1C
  ? | 2% | 10 | -5% | 6% | 3%
(58) O=C(Nc1ccncc1)c1cccc2ccccc12
  1% | 1% | -14 | -1% | ? | -3%
(59) COc1cc(/C=C/C(=O)Nc2nc3ccc(S(=O)(=O)N(C)C)cc3s2)cc(OC)c1OC
  ? | 2% | -21 | -12% | -16% | -5%
(60) CCc1ccccc1NC(=O)Cc1ccc(-n2c(C)nc3cccnc32)cc1
  5% | nt | 0 | nt | nt | -4%

Sequence of screens – AmpC inh detg | Giardia FBPA inh | HCMV antiviral | AmpC no deterg | HCV inh | Sm TGR block
(61) Cn1c(N)c(C(=O)CSc2nc(N)cc(N)n2)c(=O)n(C)c1=O
  -2% | 0% | -22 | -18% | 16% | 0%
(62) COc1ccc(/C(O)=C2/C(=O)C(=O)N(CCCN3CCOCC3)C2c2ccc(OC)cc2)cc1 (stereo not drawn)
  -11% | 0% | 48 | -12% | 9% | -16%
(63) CC(=O)OCC(=O)[C@@]1(O)CC[C@H]2[C@@H]3CCC4=CC(=O)C=C[C@]4(C)[C@H]3C(=O)C[C@@]21C
  8% | 0% | 12 | 10% | 6% | 7%
(64) O=c1oc2cc(Oc3ccc(C(F)(F)F)cc3[N+](=O)[O-])ccc2c2c1CCC2
  ? | 2% | -7 | -18% | ? | -4%
(65) COc1cc(NC(=S)N2CCCC(C)C2)cc(OC)c1OC (stereo not drawn)
  0% | -6% | -2 | -40% | 13% | nt
(66) CCOC(=O)C1CCN(C(=O)CNC(=O)c2nn(-c3ccc(OC)cc3OC)c(=O)c3ccccc23)CC1
  -6% | 12% | -13 | 97%[activator] | 15% | 6%
(67) Cc1occc(=O)c1O
  -6% | -12%&-6% | -10 | -16% | ? | 3%
(68) COC(=O)Cn1c(=NC(=O)c2ccc(Cl)s2)sc2cc(C)ccc21
  ? | 0% | 23 | -18% | -20% | -8%
(69) Cc1ccc2oc(-c3ccc(NC(=O)c4oc5ccc(Cl)cc5c4C)cc3)nc2c1
  14% | nt | 30 | nt | nt | 6%
(70) CC1(C)CC(=O)C2=C(C1)N(Cc1ccco1)C(=O)C2(NC(=O)c1cccnc1)C(F)(F)F (stereo not drawn)
  -10% | -1% | 28 | 32% | 5% | 20µM*
(71) Cc1ccccc1OCc1nc(C#N)c(N2CCCC2)o1
  ? | 4% | -25 | -3% | 19% | 18%
(72) COc1c[nH]n(C2CCCCC2)c(=O)c1=O
  ? | -6% | 6 | -15% | 8% | 7%
